High-throughput results as filed in PubChem.
FLuc counter – firefly luciferase modulation, counter-screen for miR-21 project | purified FLuc, Km substrates, luminescence inhibition | Potency, µM (titrated, usually from 57.5 µM), for the others: at the highest dose activity change, negative = inhibition, hits mostly inhibitors | 360,000 tested, 6.9% active | AID 588342;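 further: plate controls were vehicle for no effect and reference inhibitor for full effect; nearly all actives have a fitted effect of over 55% in size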
Target sequence (P08659 whole entry, looked up): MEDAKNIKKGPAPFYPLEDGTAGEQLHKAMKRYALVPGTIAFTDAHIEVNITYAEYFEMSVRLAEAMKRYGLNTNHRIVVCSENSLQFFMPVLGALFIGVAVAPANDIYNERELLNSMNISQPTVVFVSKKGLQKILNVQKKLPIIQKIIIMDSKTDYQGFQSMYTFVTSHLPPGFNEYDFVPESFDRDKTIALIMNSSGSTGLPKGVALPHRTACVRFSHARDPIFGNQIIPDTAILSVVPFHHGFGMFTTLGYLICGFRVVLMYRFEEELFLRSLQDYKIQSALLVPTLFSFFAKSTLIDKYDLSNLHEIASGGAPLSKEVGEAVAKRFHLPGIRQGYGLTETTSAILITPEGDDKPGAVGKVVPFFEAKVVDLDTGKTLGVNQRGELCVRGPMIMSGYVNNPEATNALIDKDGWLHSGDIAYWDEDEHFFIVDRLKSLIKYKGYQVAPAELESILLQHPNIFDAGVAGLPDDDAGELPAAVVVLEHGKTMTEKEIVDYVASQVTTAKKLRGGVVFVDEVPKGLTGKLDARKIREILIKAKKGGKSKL
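Purified P. pyralis luciferase (10nM final) with 10uM D-luciferin and 10uM ATP (Km levels) in 50mM Tris acetate pH 7.5, 10mM Mg acetate, 0.01% Tween-20, 0.05% BSA; qHTS 6-point titration, ~60 µM downward; luminescence read.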
BRCA1 expr up – activators of BRCA1 expression; AID 624202; Potency, µM (titrated, usually from 46.1 µM), inactives show at the top dose activation, hits mostly activators; MCF7-BRCA1-FFLuc reporter, luminescence, 48 h; response scale: scaled: vehicle 0%, 10 µM genistein 100%; 380,000 tested, 1.1% active; further: nearly all actives have a fitted effect of over 80% in size; some results filed as inactive show a strong effect at the top dose
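First, MCF7-BRCA1-FFLuc cells (2000/well) attach for 2 h; next, compounds are pin-added and incubated 48 h at 37 °C; finally, luciferase reagent is added and luminescence read after 15 min.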
MBNL1 CUG block – blocks human MBNL1 binding to CUG repeat RNA. Q9NR56. TR-FRET MBNL1-His/biotin-(CUG)12 binding, 665/545 ratio. Potency, µM (highest dose often 57.5 µM), without a hit: top-dose activity change, negative = inhibition, hits mostly inhibitors. AID 2675. 280,000 tested, 0.036% active; active means well fitted inhibition curve with a large enough effect in the signal ratio, with a control signal flat, not every such curve was filed as active; inconclusive means small, poorly fitted or top-dose-only effect, or effect the other way, or a change in a side signal; inactive means no such curve, though single readings can be large or run the other way; the % refers to the signal ratio; further: on the % scale 0 is the no-effect control and ±100 the full control effect
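Compound titration spanned 92 nM–58 uM against the MBNL1-His/biotin-(CUG)12 complex. After 60 min at room temperature with 5 nM streptavidin-XL665 and 0.055 ng/ul terbium anti-His, ratiometric 665/545 nm emission (Ex 340 nm) normalized to controls.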
uPA generation – cell surface uPA generation inhibition; AID 540303; Potency, µM (top dose mostly 38.3 µM), for the others: at the top dose activity change, negative = inhibition, usual class: inhibitors; 330,000 tested, 0.31% active; cell surface uPA generation assay, qHTS; active means well fitted inhibition curve with a large enough effect; inconclusive means small, poorly fitted or top-dose-only effect; inactive means no such curve, though single readings can be large or run the other way; tested in mouse RAW 264.7 cells; further: on the % scale 0 is the no-effect control and ±100 the full control effect; nearly all actives have a fitted effect of over 55% in size
p53 reactivator – re-activators of mutant p53 | Potency, µM (top dose mostly 92.2 µM), for inactives: at the highest dose activity change, positive = activation, most hits filed as activators | 320,000 tested, 0.063% active | H1299 p53-A138V BP100-luciferase reporter, luminescence, 24 h; further: % of control where 0% means no effect; nearly all actives have a fitted effect of over 45% in size
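H1299 (p53-null), stable ts p53-A138V + BP100-Luc; 1000 cells/well, Opti-MEM/10% FBS; cpd 4 pt, 1:5; 24 h, 37 deg C, 5% CO2; detection reagent 10 min RT; luminescence.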
RORgamma inh – blocks mouse ROR gamma transcriptional activity | 310,000 tested, 5.4% active | Drosophila S2 Gal4-RORgamma UAS-luciferase reporter, 20 h | AID 2551 | Potency, µM (doses to about 53.6 µM), for the others: at the highest dose activity change, negative = inhibition, actives largely listed as inhibitors | P51450; further: on the % scale 0 is the no-effect control and ±100 the full control effect; nearly all actives have a fitted effect of over 60% in size
Target sequence (P51450 whole entry, looked up, the tested form may be a part): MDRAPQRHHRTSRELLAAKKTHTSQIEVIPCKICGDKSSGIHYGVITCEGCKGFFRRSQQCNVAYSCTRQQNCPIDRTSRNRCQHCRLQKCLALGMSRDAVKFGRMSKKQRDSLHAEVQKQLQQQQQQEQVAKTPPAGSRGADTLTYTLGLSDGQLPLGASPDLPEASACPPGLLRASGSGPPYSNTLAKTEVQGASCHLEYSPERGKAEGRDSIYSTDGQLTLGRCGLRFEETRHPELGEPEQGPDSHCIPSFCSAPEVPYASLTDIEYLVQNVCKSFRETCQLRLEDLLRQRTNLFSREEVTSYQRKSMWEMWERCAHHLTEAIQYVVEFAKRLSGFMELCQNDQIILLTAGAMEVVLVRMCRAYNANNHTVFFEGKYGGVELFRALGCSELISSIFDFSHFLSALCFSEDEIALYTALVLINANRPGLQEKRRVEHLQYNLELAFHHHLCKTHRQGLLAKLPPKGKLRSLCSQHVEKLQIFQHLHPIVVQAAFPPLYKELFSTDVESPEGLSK
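Using a luciferase readout, inhibitors were identified by reduced reporter activity in Drosophila cells coexpressing a copper-inducible Gal4–ROR gamma fusion and UAS-driven Photinus luciferase, incubated 20 hr after 700 uM copper sulfate.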
NPC1 promoter act – activates the NPC1 promoter. Huh7 NPC1 promoter luciferase reporter, 24 h. Potency, µM (series often up to 9.22 µM), for the others: at the top dose activation, most hits filed as activators. AID 485313. 320,000 tested, 2.4% active;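 further: % of control where 0% means no effect; nearly all actives have a fitted effect of over 60% in size; reporter is driven by a mutant NPC1 promoter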
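NPC1 promoter–luciferase Huh7 cells; 24 h compound; luminescence.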
ELG1 genotoxic – inducers of genotoxicity in HEK293T ELG1-luciferase cells; HEK293T ELG1-luciferase reporter, luminescence, 16 h; AID 504466; 330,000 tested, 1.3% active; Potency, µM (top dose mostly 46 µM), for inactives: at the top dose activity change, positive = activation, most hits filed as activators; further: % of control where 0% means no effect; nearly all actives have a fitted effect of over 60% in size
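HEK293T cells expressing luciferase-tagged ELG1 were exposed to compound or DMSO vehicle for 16 hr at 37 °C and 5% CO2. Luciferase activity was then measured with ONE-Glo after 30 min at room temperature.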
VP16 counter – counter-screen for ROR gamma inhibitors: Gal4-VP16 reporter | Drosophila S2 Gal4-VP16 UAS-luciferase, luminescence, 20 h | Potency, µM (series often up to 53.6 µM), for inactives: at the highest dose activity, negative = inhibition, usual class: inhibitors | 310,000 tested, 3.5% active;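 further: Gal4-VP16 expression switched on by copper sulfate through the metallothionein promoter; on the % scale 0 is the no-effect control and ±100 the full control effect; nearly all actives have a fitted effect of over 50% in size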
Rab9 prom act – activates the Rab9 promoter. 320,000 tested, 2.8% active. Huh7 Rab9 promoter-luciferase reporter, luminescence, 24 h. Potency, µM (titrated, usually from 9.22 µM), inactives show at the top dose activation, negative = inhibition, actives largely listed as activators; further: % of control where 0% means no effect; nearly all actives have a fitted effect of over 60% in size
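Measured in stably transfected Huh7 cells bearing a Rab9 promoter–luciferase construct: 24 h compound treatment at 37 °C, followed by luminescence detection.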
Active calls of the source: *; ? = inconclusive; nt = not tested or not shown; [ ] = dose if it differs, or a comment. Unless noted, the call rests on the fitted dose curve; in most records, active means well fitted curve in the direction sought with a large enough effect; inconclusive means small, poorly fitted or top-dose-only effect, or another doubt; inactive means no such curve, though single readings can be large; an effect the other way counts as inactive or inconclusive. Potency means the concentration at half of the fitted maximal effect.

Second line of a record: RORgamma inh, p53 reactivator, MBNL1 CUG block, FLuc counter, uPA generation, VP16 counter, BRCA1 expr up, Rab9 prom act, NPC1 promoter act, ELG1 genotoxic
(1) C/C(=N/NC(=O)c1ccc(Br)o1)c1ccncc1
    -1%, 21%, ?, ?, 1%, 28%, 2%, -2%, 2%, 1%
(2) COc1cccc2cc(C(N)=O)oc12
    -3%, -6%, 0%, -18%, 3%, 7%, 2%, 0%, -1%, 0%
(3) O=C(NCc1ccccn1)C1CCC(=O)N(Cc2ccc(Cl)cc2)C1 (stereo unspecified)
    -19%, 8%, -3%, 5%, -3%, 0%, -16%, 0%, 1%, -2%[9.26 µM]
(4) Cc1ccc(C(=O)Nc2cc(C)c(OCC(=O)N3CCOCC3)c(C)c2)cc1
    14µM*, 9%, -15%, 0.67µM*, -10%, 10µM*, 0%, 2.8µM*, ?, ?
(5) Cc1cc(C)n(CC(=O)N2N=C(C(F)F)CC2(O)C(F)F)n1 (stereo unspecified)
    -3%, 8%, -12%, -1%, 1%, -1%, -17%, 2%, 1%, 1%
(6) Cc1ccc2oc(=O)n(CC(=O)OC(C)C)c2c1
    ?, -5%, -9%, -1%, -1%, 14%, 21%, -5%, 0%, 4%
(7) Cc1ccc(C)c(NC(=O)CS(=O)(=O)c2cn(C)c3ccccc23)c1
    13%, -7%, -3%, -1%, 6%, -3%, 8%, 2%, -9%, -1%
(8) COc1ccc(CN(C)C(=O)c2cccc(S(=O)(=O)N3CCN(c4ccccc4)CC3)c2)c(OC)c1OC
    nt, 3%, nt, -14%, -4%, nt, -79%, -15%, -8%, ?
(9) COc1cccc2[nH]c3c(=O)n(CCN(C)C)cnc3c12
    -1%, 3%, -3%, 4%, 4%, 4%, -16%, -2%, 20%, -1%
(10) CCN1CCCC1CNc1ccc(S(C)(=O)=O)cc1[N+](=O)[O-] (stereo unspecified)
    -9%, 4%, ?, 2%, 5%, -7%, -2%, 10%, -1%, -1%
(11) Cc1c(NC(=O)C(=O)/C=C(\O)c2ccc(Cl)cc2)c(=O)n(-c2ccccc2)n1C
    2%, 6%, 8%, -1%, 1%, -7%, -11%, 2%, -9%, 1%
(12) Cc1ccc(-n2ncc(Cl)c2C(=O)NC2CC2)cc1
    7%, 17%, 6%, 11µM*, -3%, -2%, 63%, 1.8µM*, 3.2µM*, ?
(13) Cc1csc(N(C(=O)c2cccc(S(=O)(=O)N3CCCC3)c2)c2ccccc2)n1
    3%, 0%, 23%, -3%, 2%, 9%, -8%, 1%, 3%, -16%
(14) CCOC(=O)c1ccc(NC(=O)CSC2=NC(=O)C(CC)C(=O)N2)cc1 (stereo unspecified)
    -7%, 3%, ?, -11%, -1%, 4%, 9%, -5%, 0%, 6%
(15) CCc1ccccc1NC(=O)Cc1ccc(-n2cccc2)cc1
    30%, 2%, 0%, 2%, 0%, -8%, -1%, 1%, 0%, 0%
(16) Cc1nn(CC(=O)NN)c(C)c1Br
    -18%, -1%, 2%, 0%, 6%, 7%, -1%, 0%, -4%, -3%
(17) O=C(CSc1ccccn1)Nc1ccc2c(c1)oc1ccccc12
    -3%, 11%, 24%, 13µM*, 1%, -6%, 103%, 29%, 24%, 15%
(18) COc1cccc(OCC(=O)NNC(=O)CCc2ccccc2)c1
    22%, 3%, nt, -6%, 3%, 9%, -10%, -1%, -2%, 2%
(19) CN(C)S(=O)(=O)c1cccc(NC(=O)c2ccc(-n3cncn3)c([N+](=O)[O-])c2)c1
    nt, 0%, nt, -25%, -2%, nt, -16%, 1%, 0%, -13%
(20) Cc1cccc(NCN2C(=O)C3C4C=CC(C4)C3C2=O)c1 (stereo unspecified)
    -18%, 1%, 0%, 0%, -1%, -1%, -1%, -7%, -1%, 8%
(21) CC1CCCC(C)N1CCCNC(=O)CN1C(=O)c2cccnc2Oc2ccc(Cl)cc21 (stereo unspecified)
    -36%, nt, 1%, 6%, -12%, -5%, 1%, 0%, 0%, 0%
(22) CCCOc1ccccc1OCC(=O)N1CCN(S(=O)(=O)c2ccc(Cl)cc2)CC1
    nt, -2%, nt, 1%, 10%, nt, -24%, -10%, 0%, 0%
(23) CCOC(=O)N1CCN(C(=O)c2ccc(CN(c3ccccc3)S(C)(=O)=O)cc2)CC1
    13%, 1%, 4%, 3%, 1%, 5%, -14%, 4%, -1%, 1%
(24) COc1ccc(OC(C)C(=O)Nc2cccnc2)cc1 (stereo unspecified)
    9%, -1%, -5%, -2%, 3%, -4%, 9%[1.84 µM], -1%, 1%, -2%
(25) O=S(=O)(NCc1ccc(Cl)cc1)NCc1ccccc1F
    18%, -4%, nt, -3%, 3%, -7%, 0%, -3%, -24%, -3%
(26) COc1cc(C(=O)NCC(=O)NNC(=O)CN(C)S(=O)(=O)c2ccc(Cl)cc2)cc(OC)c1OC
    nt, 7%, nt, nt, 4%, nt, 23%, nt, nt, -3%
(27) COc1ccccc1NC(=O)C1CCN(S(=O)(=O)c2ccc3c(c2)CC(C)N3C(C)=O)CC1 (stereo unspecified)
    0%, 4%, -1%, -1%, 3%, 3%, -4%, -2%, -2%, -2%[9.26 µM]
(28) CS(=O)(=O)c1cccc(-c2nnc(NC(=O)CCS(=O)(=O)c3ccccc3)o2)c1
    nt, 4%, nt, -2%, -3%, nt, -3%, 1%, -1%, -8%
(29) CC1=CS(=O)(=O)CC1Sc1nc2ccccc2[nH]1 (stereo unspecified)
    -5%, 11%, 5%, -2%, 5%, 1%, 14%, -14%, -3%, 0%
(30) COc1ccc(C(=O)NC2CCSc3ccccc32)cc1 (stereo unspecified)
    0%, 12%, -3%, -6%, -4%, 1%, 32%, 19%, 6%, 13%
(31) O=C(CN1C(=O)NC2(CCc3ccccc3C2)C1=O)Nc1ccc(F)cc1 (stereo unspecified)
    24%, -10%, -11%, 5%, 3%, -7%, -12%, -1%, 0%, 1%
(32) CCn1c(C)nc2cc(C(=O)NNC(=S)Nc3ccc(Cl)cc3)ccc21
    ?, 8%, -6%, ?, 0%, ?, -2%, 15%, 8%, 3%
(33) Cc1ccc(C(c2c(C)n(C)n(-c3ccccc3)c2=O)c2c(C)n(C)n(-c3ccccc3)c2=O)s1
    4.5µM*, -2%, -4%, 1%, -10%, 7.1µM*, -46%, -5%, -7%, -4%
(34) COc1ccc(CNC(=O)C(c2ccncc2)N(C(=O)Cc2cccs2)c2cccc(C)c2)cc1 (stereo unspecified)
    8%, -1%, 8%, -2%, 2%, -2%, -14%, 4%, 8%, -6%
(35) CCc1ncc(C(=O)c2ccc(OC)cc2)n1C
    -1%, 13%, -17%, 0%, 7%, 5%, 4%, 1%, 2%, -3%
(36) COc1ccc(Br)cc1CN1CCCCCC1
    1%, nt, -1%, 1%, 1%, 7%, -5%, -3%, 5%, 0%
(37) Cc1cc(C)nc(SCC(=O)N/N=C/c2cccs2)n1
    -2%, -12%, 12%, -6%, 5%, -13%, -2%, -5%, 0%, 0%

9 entries out of the list, arranged by length of the SMILES, descending:
Second line of a record: RORgamma inh, p53 reactivator, MBNL1 CUG block, FLuc counter, uPA generation, VP16 counter, BRCA1 expr up, Rab9 prom act, NPC1 promoter act, ELG1 genotoxic
(26) COc1cc(C(=O)NCC(=O)NNC(=O)CN(C)S(=O)(=O)c2ccc(Cl)cc2)cc(OC)c1OC
    nt, 7%, nt, nt, 4%, nt, 23%, nt, nt, -3%
(27) COc1ccccc1NC(=O)C1CCN(S(=O)(=O)c2ccc3c(c2)CC(C)N3C(C)=O)CC1 (stereo unspecified)
    0%, 4%, -1%, -1%, 3%, 3%, -4%, -2%, -2%, -2%[9.26 µM]
(28) CS(=O)(=O)c1cccc(-c2nnc(NC(=O)CCS(=O)(=O)c3ccccc3)o2)c1
    nt, 4%, nt, -2%, -3%, nt, -3%, 1%, -1%, -8%
(31) O=C(CN1C(=O)NC2(CCc3ccccc3C2)C1=O)Nc1ccc(F)cc1 (stereo unspecified)
    24%, -10%, -11%, 5%, 3%, -7%, -12%, -1%, 0%, 1%
(32) CCn1c(C)nc2cc(C(=O)NNC(=S)Nc3ccc(Cl)cc3)ccc21
    ?, 8%, -6%, ?, 0%, ?, -2%, 15%, 8%, 3%
(29) CC1=CS(=O)(=O)CC1Sc1nc2ccccc2[nH]1 (stereo unspecified)
    -5%, 11%, 5%, -2%, 5%, 1%, 14%, -14%, -3%, 0%
(30) COc1ccc(C(=O)NC2CCSc3ccccc32)cc1 (stereo unspecified)
    0%, 12%, -3%, -6%, -4%, 1%, 32%, 19%, 6%, 13%
(35) CCc1ncc(C(=O)c2ccc(OC)cc2)n1C
    -1%, 13%, -17%, 0%, 7%, 5%, 4%, 1%, 2%, -3%
(36) COc1ccc(Br)cc1CN1CCCCCC1
    1%, nt, -1%, 1%, 1%, 7%, -5%, -3%, 5%, 0%

Compounds were not picked by outcome. Share with any hit: about 13%.
